Source: PubChem BioAssay (several laboratories)
Exocytosis inh = blocks lytic granule exocytosis; AID 651702; 360,000 compounds, 0.66% hits; inhibition, % at 10 µM; TALL-104 LAMP-1 surface exposure, flow cytometry; cells stimulated with thapsigargin and PMA;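 active = inhibition above about 55%, limit read from the data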
ABCB6 inh MLPCN = inhibitors of human ABC transporter ABCB6; Q9NP58; K562-ABCB6 porphyrin accumulation, flow cytometry, 1 h; hits give low values; fluorescence ratio to DMSO, % at 10 µM; 360,000 compounds, 0.19% hits;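 active = fluorescence ratio to DMSO below 75%, the collection mean minus 3 SD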;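 note: signal is porphyrin accumulated inside mitochondria; 100% equals median channel fluorescence of DMSO control wells; lower ratio means ABCB6 inhibition with less porphyrin fluorescence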
MC4R ag barr = activates human MC4R beta-arrestin recruitment | P32245 | U2OS MC4R beta-arrestin complementation, luminescence; percent of melanotan II response, DMSO zero | activation, % at 8.9 µM | 360,000 compounds, 0.98% hits;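 active = activation above a per-plate cutoff, the mean activation of sample wells on that plate plus 3 SD, cut at about 8% in these data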
Target sequence (P32245 whole entry, looked up): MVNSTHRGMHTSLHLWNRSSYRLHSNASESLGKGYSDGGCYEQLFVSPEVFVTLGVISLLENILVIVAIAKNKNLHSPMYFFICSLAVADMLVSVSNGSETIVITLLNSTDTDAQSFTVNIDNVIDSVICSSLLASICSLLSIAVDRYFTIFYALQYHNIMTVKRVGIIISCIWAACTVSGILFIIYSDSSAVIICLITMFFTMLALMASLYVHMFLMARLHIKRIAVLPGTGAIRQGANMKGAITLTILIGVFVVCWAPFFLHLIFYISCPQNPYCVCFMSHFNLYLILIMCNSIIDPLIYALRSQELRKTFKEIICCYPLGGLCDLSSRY
ABHD5-PLIN5 inh = blocks binding of human ABHD5 to perilipin-5; Q00G26+Q8WTS1; Split G. princeps luciferase complementation, luminescence, 4 h; inhibition, % at 4 µM; 360,000 compounds, 0.78% hits;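 active = inhibition above the mean inhibition across every tested compound plus 3 SD, cut at about 22% in these data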;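 note: 0% = DMSO only wells and the 100% control is not disclosed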
aDG glyco up = alpha-DG glycosylation activation | activation, % at 10 µM | AID 624168 | 360,000 compounds, 0.22% hits | Pro5-aDG cells, alpha-DG glycosylation AlphaScreen (IIH6); 0% Pro5, 100% B10-LARGE cell signal;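 active = activation of at least 8% versus controls, or a plate z-score of at least 8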;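 note: Pro5 are CHO cells carrying HIG-tagged alpha-DG that lacks glycosylation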
iPSC survival up = enhancers of human iPSC single-cell survival; survival enhancement, % at 20 µM; 360,000 compounds, 0.044% hits; AID 602274; hiPSC single-cell survival, ATPlite luminescence; 100% = ROCK inhibitor wells, 0% = DMSO; in the data active = survival enhancement above about 18%;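 note: cells exposed to compounds for 16 hours before the ATP read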
MC4R antagonist = blocks human MC4R cAMP signaling | 360,000 compounds, 0.48% hits | AID 540295 | MC4R-expressing cells, MTII-stimulated cAMP, LANCE TR-FRET | inhibition, % at 6.5 µM | P32245;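 active = inhibition above its plate's cutoff, the mean of tested wells on that plate plus 3 SD, cut at about 29% in these data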;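 note: 0% = Melanotan II alone and 100% = Melanotan II plus saturating MCL0020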
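Assay system: human MC4R-expressing U2OS cells; reagent: Melanotan II stimulation of cells; dosing: 6.5 µM single dose; timing: compound 30 min, challenge 1 h, detection 1 h; signal: TR-FRET cAMP assay; replicates: one well per compound, no replicates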
N-glyco inh = blocks N-linked glycosylation in D54 reporter cells; D54 ERlucT glycosylation luciferase reporter, 24 h; percent of 100 nM tunicamycin response; reporter increase, % at 12.5 µM; 360,000 compounds, 0.23% hits; AID 588692;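 active = mean luciferase reporter signal, scaled so untreated is 0 and the glycosylation-blocking control 100, at or above a set limit in every replicate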;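 note: luciferase carries N-glycosylation sites so blocking glycosylation raises the light; 0% = median of neutral control wells and 100% = median of 100 nM tunicamycin wells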
H9c2 protect = protects H9c2 cardiomyocytes from peroxide injury | H2O2 injury protection, ATPLite, 2 h | 360,000 compounds, 0.63% hits | AID 588492 | protection from H2O2 cell death, % at 20 µM;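 active = compounds giving at least 50% protection of heart cells from peroxide-induced death in the single-dose screen, raw or plate-pattern-corrected value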;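 note: 0% = DMSO wells with peroxide and 100% = DMSO wells without peroxide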
m5-HT2A agonist = mouse HTR2A agonism via beta-arrestin recruitment | P35363 | CHO-K1 mHTR2A beta-arrestin complementation, luminescence; percent of 30 µM serotonin response | activation, % at 7.6 µM | 360,000 compounds, 0.66% hits;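 active = activation above a run cutoff, the mean activation of all tested compounds plus 3 SD, cut at about 14% in these data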;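 note: 0% = plate median of compound wells and 100% = 30 µM serotonin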
Target sequence (P35363 whole entry, looked up): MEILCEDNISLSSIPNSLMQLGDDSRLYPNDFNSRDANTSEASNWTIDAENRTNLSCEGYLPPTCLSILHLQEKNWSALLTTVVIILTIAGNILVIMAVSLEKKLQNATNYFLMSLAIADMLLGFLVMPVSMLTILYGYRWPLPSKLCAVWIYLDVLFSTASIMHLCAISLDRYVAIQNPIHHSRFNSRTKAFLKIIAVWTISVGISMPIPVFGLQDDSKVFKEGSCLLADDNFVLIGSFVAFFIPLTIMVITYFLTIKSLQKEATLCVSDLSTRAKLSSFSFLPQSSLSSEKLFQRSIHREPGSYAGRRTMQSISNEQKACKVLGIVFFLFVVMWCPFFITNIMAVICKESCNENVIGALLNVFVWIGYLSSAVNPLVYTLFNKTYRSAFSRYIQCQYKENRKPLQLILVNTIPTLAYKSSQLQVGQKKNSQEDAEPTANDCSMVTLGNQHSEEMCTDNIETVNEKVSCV
* hit, by the source's call.

Results for COC(=O)[C@@H]1C[C@]2(Br)c3ccccc3N(S(=O)(=O)c3ccccc3)[C@@H]2N1C(=O)OC ?
Exocytosis inh: -13; ABCB6 inh MLPCN: 103; MC4R ag barr: -1.1; ABHD5-PLIN5 inh: 3; aDG glyco up: 0.2; iPSC survival up: 0.7; MC4R antagonist: 9; N-glyco inh: 0; H9c2 protect: 0; m5-HT2A agonist: 7

How did Cc1c(O)c(=O)c2ccccc2n1C do in these assays?
Exocytosis inh: -1; ABCB6 inh MLPCN: 97; MC4R ag barr: -1.3; ABHD5-PLIN5 inh: 6; aDG glyco up: 0.4; iPSC survival up: 1.7; MC4R antagonist: 0; N-glyco inh: 0; H9c2 protect: 4; m5-HT2A agonist: -8

How did CCC(=O)N1CCc2cc(Br)cc(S(=O)(=O)N3CCCC(C(=O)O)C3)c21 (stereo not drawn) do in these assays?
Exocytosis inh: -2; ABCB6 inh MLPCN: 99; MC4R ag barr: -1.9; ABHD5-PLIN5 inh: 6; aDG glyco up: 0.1; iPSC survival up: -0.1; MC4R antagonist: -2; N-glyco inh: 3; H9c2 protect: -5; m5-HT2A agonist: 3

Results for Cc1c(C(=O)c2ccc(Cl)c(Cl)c2)cnc2cc3c(cc12)OCO3 ?
Exocytosis inh: -4; ABCB6 inh MLPCN: 97; MC4R ag barr: 2.4; ABHD5-PLIN5 inh: 0; aDG glyco up: 0.4; iPSC survival up: -2.9; MC4R antagonist: 9; N-glyco inh: 0; H9c2 protect: -2; m5-HT2A agonist: 1

What do the screens show for `COc1cc(C(=O)NCCC(=O)NCc2c(F)cc(F)cc2F)cc(OC)c1OC`?
Exocytosis inh: -7; ABCB6 inh MLPCN: 98; MC4R ag barr: -0.3; ABHD5-PLIN5 inh: 3; aDG glyco up: -0.3; iPSC survival up: 0.1; MC4R antagonist: 7; N-glyco inh: 1; H9c2 protect: 5; m5-HT2A agonist: -6

What do the screens show for `CCOC(=O)CN1C(=O)C(=O)c2cc(C)ccc21`?
Exocytosis inh: 14; ABCB6 inh MLPCN: 110; MC4R ag barr: 0.2; ABHD5-PLIN5 inh: -10; aDG glyco up: 0.9; iPSC survival up: -2.9; MC4R antagonist: 0; N-glyco inh: -1; H9c2 protect: -13; m5-HT2A agonist: 4

What do the screens show for `CCN(CC)C(=O)Cn1cnc2sc(C(=O)N3CCN(c4ccc(F)cc4)CC3)c(C)c2c1=O`?
Exocytosis inh: 8; ABCB6 inh MLPCN: 93; MC4R ag barr: -0.3; ABHD5-PLIN5 inh: 4; aDG glyco up: 0.0; iPSC survival up: -0.4; MC4R antagonist: 9; N-glyco inh: -2; H9c2 protect: 0; m5-HT2A agonist: -4

What do the screens show for `CNS(=O)(=O)c1cc(C(=O)OCC(=O)NC2CCCc3ccccc32)ccc1Cl` (stereo not drawn)?
Exocytosis inh: 3; ABCB6 inh MLPCN: 98; MC4R ag barr: 0.2; ABHD5-PLIN5 inh: -1; aDG glyco up: 0.2; iPSC survival up: -1.5; MC4R antagonist: 0; N-glyco inh: -1; H9c2 protect: -3; m5-HT2A agonist: 1

What do the screens show for `CCC(C)(C)n1nnnc1C(c1ccc2ncccc2c1)N1CCN(c2ccc(O)cc2)CC1` (stereo not drawn)?
Exocytosis inh: 17; ABCB6 inh MLPCN: 91; MC4R ag barr: -1.3; ABHD5-PLIN5 inh: -2; aDG glyco up: -0.3; iPSC survival up: 0.3; MC4R antagonist: 1; N-glyco inh: -1; H9c2 protect: -1; m5-HT2A agonist: -2

Results for Clc1ccc(CN2CCC(Cc3ccccc3)CC2)cc1 ?
Exocytosis inh: -1; ABCB6 inh MLPCN: 96; MC4R ag barr: 0.8; ABHD5-PLIN5 inh: 5; aDG glyco up: 0.9; iPSC survival up: -1.9; MC4R antagonist: -2; N-glyco inh: -3; H9c2 protect: 2; m5-HT2A agonist: 1

Results for CN(Cc1cccs1)C(=O)CSc1nnnn1C ?
Exocytosis inh: 3; ABCB6 inh MLPCN: 100; MC4R ag barr: 1.0; ABHD5-PLIN5 inh: -2; aDG glyco up: 0.0; iPSC survival up: 3.6; MC4R antagonist: 14; N-glyco inh: 3; H9c2 protect: -7; m5-HT2A agonist: 5

Results for Cc1onc(-c2c(Cl)cccc2Cl)c1C(=O)O/N=C(\C#N)c1c(Cl)cccc1Cl ?
Exocytosis inh: 4; ABCB6 inh MLPCN: 90; MC4R ag barr: -2.2; ABHD5-PLIN5 inh: 6; aDG glyco up: -0.1; iPSC survival up: -0.7; MC4R antagonist: 3; N-glyco inh: 2; H9c2 protect: 5; m5-HT2A agonist: -6

Results for CCN(CC)c1ccc(NC(=O)c2ccccc2)cc1S(=O)(=O)Nc1ccccc1OC ?
Exocytosis inh: 4; ABCB6 inh MLPCN: 93; MC4R ag barr: -0.1; ABHD5-PLIN5 inh: -7; aDG glyco up: 0.1; iPSC survival up: 1.4; MC4R antagonist: 4; N-glyco inh: -10; H9c2 protect: -4; m5-HT2A agonist: -7

How did COc1ccc(OCc2nnc(SCC(=O)Nc3nnc(C4CC4)s3)n2C)cc1 do in these assays?
Exocytosis inh: -9; ABCB6 inh MLPCN: 95; MC4R ag barr: 0.1; ABHD5-PLIN5 inh: -3; aDG glyco up: 0.0; iPSC survival up: 0.0; MC4R antagonist: 27; N-glyco inh: -1; H9c2 protect: 6; m5-HT2A agonist: 9

What do the screens show for `COc1ccc(C(=O)Nc2ccc(NC(=O)c3ccccc3F)cn2)cc1`?
Exocytosis inh: -1; ABCB6 inh MLPCN: 88; MC4R ag barr: 0.8; ABHD5-PLIN5 inh: -1; aDG glyco up: 0.1; iPSC survival up: 0.1; MC4R antagonist: 3; N-glyco inh: -1; H9c2 protect: -7; m5-HT2A agonist: -3

How did Cc1cc(NC(=O)CSCC(=O)Nc2ccccc2OC(F)F)no1 do in these assays?
Exocytosis inh: -7; ABCB6 inh MLPCN: 97; MC4R ag barr: -2.0; ABHD5-PLIN5 inh: 4; aDG glyco up: 1.2; iPSC survival up: -0.2; MC4R antagonist: -2; N-glyco inh: 1; H9c2 protect: 0; m5-HT2A agonist: -3

What do the screens show for `C=C(CC[C@@H](O)C(C)(C)O)[C@H]1CC[C@]2(C)[C@@H]1CCC1[C@@]3(C)CCC(=O)C(C)(C)C3CC[C@]12C` (stereo partly drawn)?
Exocytosis inh: 2; ABCB6 inh MLPCN: 94; MC4R ag barr: 3.0; ABHD5-PLIN5 inh: -2; aDG glyco up: 0.0; iPSC survival up: -0.1; MC4R antagonist: -1; N-glyco inh: -6; H9c2 protect: 2; m5-HT2A agonist: 0

Results for CCOC(=O)c1sc(NS(=O)(=O)c2ccc(NC(C)=O)cc2)nc1C ?
Exocytosis inh: -6; ABCB6 inh MLPCN: 81; MC4R ag barr: -0.6; ABHD5-PLIN5 inh: 1; aDG glyco up: -0.2; iPSC survival up: -0.8; MC4R antagonist: -2; N-glyco inh: 4; H9c2 protect: -5; m5-HT2A agonist: 2

How did O=C(O)C1=C[C@H](c2ccc3c(c2)OCO3)C[C@H](OCc2ccc(CO)cc2)O1 do in these assays?
Exocytosis inh: -11; ABCB6 inh MLPCN: 96; MC4R ag barr: 0.3; ABHD5-PLIN5 inh: -5; aDG glyco up: 0.0; iPSC survival up: -0.4; MC4R antagonist: 3; N-glyco inh: 6; H9c2 protect: -1; m5-HT2A agonist: -7

What do the screens show for `O=C(Nc1ccccc1C(=O)Nc1ccccc1)c1ccccc1Br`?
Exocytosis inh: -3; ABCB6 inh MLPCN: 96; MC4R ag barr: 3.0; ABHD5-PLIN5 inh: -5; aDG glyco up: 0.1; iPSC survival up: -0.4; MC4R antagonist: 15; N-glyco inh: 1; H9c2 protect: -7; m5-HT2A agonist: 0

Sorted by length of the SMILES (lowest first): part of the list above
How did COc1ccc(OCc2nnc(SCC(=O)Nc3nnc(C4CC4)s3)n2C)cc1 do in these assays?
Exocytosis inh: -9; ABCB6 inh MLPCN: 95; MC4R ag barr: 0.1; ABHD5-PLIN5 inh: -3; aDG glyco up: 0.0; iPSC survival up: 0.0; MC4R antagonist: 27; N-glyco inh: -1; H9c2 protect: 6; m5-HT2A agonist: 9

What do the screens show for `CNS(=O)(=O)c1cc(C(=O)OCC(=O)NC2CCCc3ccccc32)ccc1Cl` (stereo not drawn)?
Exocytosis inh: 3; ABCB6 inh MLPCN: 98; MC4R ag barr: 0.2; ABHD5-PLIN5 inh: -1; aDG glyco up: 0.2; iPSC survival up: -1.5; MC4R antagonist: 0; N-glyco inh: -1; H9c2 protect: -3; m5-HT2A agonist: 1

What do the screens show for `CCN(CC)C(=O)Cn1cnc2sc(C(=O)N3CCN(c4ccc(F)cc4)CC3)c(C)c2c1=O`?
Exocytosis inh: 8; ABCB6 inh MLPCN: 93; MC4R ag barr: -0.3; ABHD5-PLIN5 inh: 4; aDG glyco up: 0.0; iPSC survival up: -0.4; MC4R antagonist: 9; N-glyco inh: -2; H9c2 protect: 0; m5-HT2A agonist: -4

(further entries)
How did COc1ccc(C(=O)Nc2cc3c4c(c2)CC(=O)N4CCC3)c(OC)c1 do in these assays?
Exocytosis inh: 6; ABCB6 inh MLPCN: 102; MC4R ag barr: -1.1; ABHD5-PLIN5 inh: 5; aDG glyco up: -0.2; iPSC survival up: -0.1; MC4R antagonist: 11; N-glyco inh: -3; H9c2 protect: 17; m5-HT2A agonist: -6

How did CC(C)c1cc(C(=O)N/N=C/c2ccco2)n[nH]1 do in these assays?
Exocytosis inh: 2; ABCB6 inh MLPCN: 98; MC4R ag barr: -2.5; ABHD5-PLIN5 inh: 1; aDG glyco up: -0.3; iPSC survival up: 0.3; MC4R antagonist: 1; N-glyco inh: -2; H9c2 protect: -4; m5-HT2A agonist: -5

How did CCOc1ccc2nc(NCCCNC(=O)c3cc(OC)c(OC)c(OC)c3)c(C#N)cc2c1 do in these assays?
Exocytosis inh: 0; ABCB6 inh MLPCN: 97; MC4R ag barr: -0.4; ABHD5-PLIN5 inh: 3; aDG glyco up: 0.6; iPSC survival up: 1.6; MC4R antagonist: 13; N-glyco inh: 1; H9c2 protect: 16; m5-HT2A agonist: -1

What do the screens show for `CC(CN(C)Cc1ccccc1)OC(=O)c1ccc(F)cc1` (stereo not drawn)?
Exocytosis inh: 4; ABCB6 inh MLPCN: 96; MC4R ag barr: 2.8; ABHD5-PLIN5 inh: -6; aDG glyco up: 0.0; iPSC survival up: -0.8; MC4R antagonist: -1; N-glyco inh: -1; H9c2 protect: -1; m5-HT2A agonist: -4

How did CC(C)NC(=O)Cn1c(SCC(=O)NC2CCCC2)nc2ccccc21 do in these assays?
Exocytosis inh: -2; ABCB6 inh MLPCN: 103; MC4R ag barr: -0.2; ABHD5-PLIN5 inh: 2; aDG glyco up: -0.1; iPSC survival up: -0.6; MC4R antagonist: -9; N-glyco inh: 3; H9c2 protect: -2; m5-HT2A agonist: 0

How did Cc1ccc(/C=N/n2cnc3sc4c(c3c2=O)CCCC4)o1 do in these assays?
Exocytosis inh: -3; ABCB6 inh MLPCN: 102; MC4R ag barr: 1.3; ABHD5-PLIN5 inh: -2; aDG glyco up: 0.0; iPSC survival up: 0.6; MC4R antagonist: 4; N-glyco inh: 1; H9c2 protect: 4; m5-HT2A agonist: 1
